Assay outcomes as filed in PubChem.
AddAB inh = less growth of phage-infected E. coli with AddAB. E. coli expressing H. pylori AddAB, absorbance growth. inhibition, % at 11.9 µM. 330,000 tested, 0.29% active. AID 435030; in the data active = inhibition above about 12%;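 also: 0% = vehicle wells of infected cells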
Mot1-301 SUMO = blocks SUMOylation pathway, rescuing yeast Mot1-301 growth; AID 2716; growth rescue, % at 18.8 µM; 320,000 tested, 1% active; S. cerevisiae Mot1-301 growth rescue, ATP luminescence, 38.5C; percent above DMSO median, 100 means doubled;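 active = every valid replicate shows activation above 250% relative to neutral control wells; inactive = the rest, any valid replicate at or below 250%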;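 also: OY570 slx delta 5 strain wells were the positive control but not used for scaling; some compounds called inactive have numbers as strong as hits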
PKA-R2B activ = activators of human PKA-R2B complex; AID 504700; activation, % at 11.4 µM; 340,000 tested, 0.079% active; PKA-R2B holoenzyme dissociation, Cy5-IP20 fluorescence polarization; R2B truncated from residue 108, S112A mutant; 0% DMSO only, 100% 113 µM cGMP; P22694+P31323;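 active = activation above a cutoff set at the mean over all compounds plus 3 SD, cut at about 18% in these data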;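 also: higher means more holoenzyme dissociation and a rise in polarization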
Ecoli viability = reduces bacterial viability in AddAB counter-screen; E. coli V3065 growth, OD600 absorbance, 18 h; inhibition, % at 11.9 µM; 330,000 tested, 0.27% active; AID 449728;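 active = inhibition above the campaign's mean inhibition across all tested compounds plus 3 SD, cut at about 9.9% in these data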;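 also: uninfected addAB+ strain grown without phage in ampicillin broth; 0% = DMSO wells and 100% = ciprofloxacin 0.95 µg/ml wells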
phage Ecoli inh = E. coli growth loss with phage present. inhibition, % at 11.9 µM. 360,000 tested, 0.26% active. growth absorbance; in the data active = inhibition above about 11%
DAGLB inhibitor = diacylglycerol lipase beta (human) inhibition. Q8NCG7. HEK293T DAGLB membrane lysate, EnzChek fluorogenic substrate. inhibition, % at 5.17 µM. 340,000 tested, 0.059% active. AID 504411; in the data active = inhibition above about 34%;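 also: 0% = enzyme with vehicle and 100% = wells lacking enzyme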
HTR5A ag = counter-screen for OPRM1-OPRD1 agonists: human HTR5A agonism; P47898; HTR5A agonist assay, luminescence, cell-based; activation, % at 9.3 µM; 340,000 tested, 0.61% active; AID 504692; in the data active = activation mostly above about 9.5%, no sharp cut-off; inactive = mostly below about 7.6%;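 also: 0% = cells with vehicle only and 100% = reference agonist; strong numbers were not always called active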
Target sequence (P47898 whole entry, looked up): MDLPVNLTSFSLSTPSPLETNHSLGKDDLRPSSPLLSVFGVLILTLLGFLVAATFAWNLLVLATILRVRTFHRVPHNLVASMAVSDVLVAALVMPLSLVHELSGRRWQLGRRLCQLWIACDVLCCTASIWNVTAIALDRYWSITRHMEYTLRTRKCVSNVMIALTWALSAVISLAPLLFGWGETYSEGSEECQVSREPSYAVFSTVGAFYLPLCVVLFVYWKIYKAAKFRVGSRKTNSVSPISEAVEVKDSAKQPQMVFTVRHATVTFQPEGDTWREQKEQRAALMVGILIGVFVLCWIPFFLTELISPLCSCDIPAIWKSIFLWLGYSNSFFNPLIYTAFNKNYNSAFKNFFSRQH
CDK5 inh = inhibitors of human CDK5/p35 kinase. inhibition, % at 10 µM. Q00535+Q15078. 330,000 tested, 0.01% active. Recombinant CDK5/p35, ADP-Glo luminescence, 60 min;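 active = highest replicate inhibition of at least 50% and at least 75% of replicates reaching 50%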;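 also: plate controls were DMSO neutral control for no effect and GW8510 at 10 µM for full effect; many of its hits are not listed in these tables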
Target sequence (Q00535 whole entry, looked up): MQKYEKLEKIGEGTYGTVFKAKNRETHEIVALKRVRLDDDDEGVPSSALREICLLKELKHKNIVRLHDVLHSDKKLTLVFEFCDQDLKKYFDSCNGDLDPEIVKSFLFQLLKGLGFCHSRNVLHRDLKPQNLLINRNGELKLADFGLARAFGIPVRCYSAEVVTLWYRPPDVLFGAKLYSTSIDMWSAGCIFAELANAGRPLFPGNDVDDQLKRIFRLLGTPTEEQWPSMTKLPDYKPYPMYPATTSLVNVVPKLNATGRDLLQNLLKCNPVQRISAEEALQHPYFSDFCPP
Target sequence (Q15078 whole entry, looked up): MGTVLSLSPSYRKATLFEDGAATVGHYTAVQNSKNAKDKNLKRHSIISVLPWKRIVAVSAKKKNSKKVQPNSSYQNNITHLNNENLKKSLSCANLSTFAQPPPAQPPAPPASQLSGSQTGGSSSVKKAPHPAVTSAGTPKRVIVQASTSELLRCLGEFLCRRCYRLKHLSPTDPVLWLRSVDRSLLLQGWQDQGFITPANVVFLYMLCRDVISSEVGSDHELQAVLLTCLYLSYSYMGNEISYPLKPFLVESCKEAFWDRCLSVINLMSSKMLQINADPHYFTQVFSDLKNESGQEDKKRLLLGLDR
HTR5A inv ctr = inverse agonist of human HTR5A in OPRM1-OPRD1 counter-screen; P47898; HTR5A cell line, luminescence, inverse agonism; inhibition, % at 9.3 µM; 340,000 tested, 0.083% active; in the data active = inhibition mostly above about 23%, no sharp cut-off; inactive = mostly below about 18%;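 also: 0% = cells with DMSO and 100% = no-cell wells with DMSO; some compounds called inactive have numbers as strong as hits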
Tat transport = E. coli Tat transport inhibition. E. coli MC4100 TorA-mCherry Tat export, fluorescence. inhibition, % at 10 µM. 340,000 tested, 0.036% active;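 active = mean replicate inhibition at least 50% and at least half of replicates individually reaching 50%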;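 also: exported cargo escapes ClpAP degradation while cytoplasmic cargo is degraded and loses fluorescence; 0% = median of neutral control wells and 100% = median of NaSCN control wells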
PKA-R1A act = PKA-R1A complex activation; PKA-R1A dissociation, Cy5-IP20 fluorescence polarization; scaled: DMSO 0%, 113 µM cGMP 100%; 340,000 tested, 0.083% active; AID 504707; activation, % at 11.4 µM;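 active = percent activation above the mean of all tested compounds plus 3 SD, cut at about 19% in these data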;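 also: higher means more PKAc released from R1A so a rise in polarization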
An asterisk follows results filed as active; . = not tested or not shown. Compounds as they come (roughly 2.3% active in at least one column).

SMILES	AddAB inh	Mot1-301 SUMO	PKA-R2B activ	Ecoli viability	phage Ecoli inh	DAGLB inhibitor	HTR5A ag	CDK5 inh	HTR5A inv ctr	Tat transport	PKA-R1A act
Cc1cc(O)c(Sc2ncn[nH]2)cc1NS(=O)(=O)c1ccc(Cl)cc1	0.5	-19	0	-0.7	3.3	5	2	-2.3	20	6	1
Cn1cc(S(=O)(=O)Nc2ccc(Br)cc2F)c(=O)n(C)c1=O	0.5	6	7	-2.0	0.3	1	3	0.0	-11	-2	-2
CCOC(=O)CNc1nnc(SCC(=O)OCC)[nH]c1=O	4.2	82	-4	1.4	1.9	2	7	-6.5	-2	1	1
CCN(CC(=O)Nc1ccc(NC(C)=O)cc1)C(=O)CSC(=S)N1CCCC1	2.0	146	-1	1.9	-2.2	-1	10	-1.9	9	-3	8
O=C(CN1C(=O)CSc2ccc(S(=O)(=O)N3CCCCC3)cc21)NCc1ccccc1Cl	1.5	-2	7	-0.2	2.1	-2	-2	-2.8	7	5	-12
Cc1ccc(NC(=O)Cc2nnc(SCC(=O)Nc3nncs3)n2C)c(C)c1	2.7	6	-6	-1.6	0.3	-2	7	-0.4	-8	1	-5
CC(C(=O)NCC1CCCCC1)N1CCN(S(=O)(=O)c2ccccc2F)CC1 (stereo not drawn)	1.4	-3	-7	-1.0	0.0	-1	4	-0.7	-8	-1	0
COc1ccc(S(=O)(=O)N2CCC(C(=O)OCC(=O)c3ccccc3)CC2)cc1[N+](=O)[O-]	-1.1	-20	0	-0.7	2.8	-3	6	-0.2	-15	-2	5
COc1ccccc1OCCNC(=O)Nc1ccc(Br)cc1	1.7	33	-6	0.2	1.7	-8	-5	-0.8	12	-5	-11
C=CCn1nnnc1SCC(=O)Nc1cccc(OC)c1	-0.7	13	-1	0.3	3.1	-1	8	0.6	-19	6	5
COC(=O)c1c(C(=O)OC)c(-c2ccc(Cl)c(Cl)c2)n2c1CCC2	-1.1	-1	-5	-3.2	.	-3	3	0.7	-32	13	3
Cc1cc(C)c2cc(C)c(SCC(=O)NCc3ccco3)nc2c1	2.8	-10	-6	1.0	3.0	-8	0	1.5	-1	4	7
N=c1ccn(CC(=O)c2ccc(-c3ccccc3)cc2)cc1	0.4	3	-1	-0.5	2.5	3	-2	-0.1	26	29	-11
CC1(C(=O)N/N=C/c2ccc3c(c2)OCO3)CC1(Br)Br (stereo not drawn)	2.5	-13	-11	-0.8	1.7	0	0	-1.1	-6	9	-1
O=C(Cn1nc(C(=O)O)c2ccccc2c1=O)Nc1ccc(F)cc1	1.2	3	5	2.6	2.4	-4	-2	0.8	4	10	-8
COc1ccc(NC(=O)CN2CCN(c3ccccn3)CC2)cc1Cl	1.8	48	8	0.5	0.6	0	-2	-0.3	6	-2	0
Cc1ccccc1CN1CCN(CC(=O)NCc2ccccc2)C1=O	2.8	18	4	1.2	3.6	-1	-1	-1.1	-26	-4	3
Cc1ccc(-c2nn[nH]n2)o1	3.0	-4	-7	0.6	1.5	1	-4	-0.9	12	-8	8
Cc1ccc(-c2nnc(N(C)C(=O)c3cccnc3)s2)cn1	-0.2	41	-8	-3.5	2.8	-4	0	0.7	3	2	-5
O=C(Nc1ccc(N2CCOCC2)c(Cl)c1)c1ccc(Cl)cc1	6.0	-6	-7	0.8	3.2	1	1	1.3	-3	6	-2
O=C(COc1ccc(Cl)cc1)NNC(=O)c1ccc2c(=O)n3c(nc2c1)CCC3	4.5	279	2	-0.7	2.9	0	7	-0.5	-21	5	6
COc1ccc2[nH]c3c(=O)n(CCCCCC(=O)NCCC(C)C)c(=S)[nH]c3c2c1	1.3	9	-7	1.5	1.8	1	1	-1.1	-6	-7	0
Cc1cc(C)c(C(=O)C(C)OC(=O)C2=COCCO2)cc1C (stereo not drawn)	1.1	39	-4	-2.6	0.7	1	-2	-1.8	17	-11	-13
Cc1[nH]n(-c2ccccc2)c(=O)c1C(c1ccc(O)c([N+](=O)[O-])c1)c1c(C)[nH]n(-c2ccccc2)c1=O	-0.3	529	0	0.9	2.7	28	-5	-0.5	-1	0	-1
CC1O[C@@H](OC2C(O)C(O)C(CO)O[C@H]2OC2C[C@]3(C)C(CC(O)C4[C@@H]([C@]5(C)CC[C@@H](C(C)(C)O)O5)CC[C@]43C)[C@@]3(C)CCC(O)C(C)(C)C23)C(O)C(O)C1O (stereo partly drawn)	2.1	-3	1	-0.6	1.8	4	-6	-1.2	18	-3	3
O=C(NCC1CCCO1)C(=O)NCC(c1ccco1)N1CCN(c2ccccc2)CC1 (stereo not drawn)	0.8	-1	-4	-1.3	0.9	1	1	0.1	12	8	0
O=C1NC(c2ccccc2)Oc2ccccc21 (stereo not drawn)	.	-3	-10	.	2.6	-1	-1	0.7	-18	6	-3
CC(C)NC(=O)COC(=O)c1cncc(Br)c1	1.8	6	0	-0.2	3.7	0	6	-1.1	-14	3	-2
CC1=C(C(=O)Nc2ccc(C)cc2C)C(c2ccc(C)o2)NC(=O)N1 (stereo not drawn)	0.5	-17	1	-0.2	2.7	0	4	0.1	-33	-3	7
Cc1ccc(C2=C(O)c3ccccc3C(=O)C2=O)cc1	-1.3	-10	-4	-1.8	2.5	2	0	1.0	0	-11	6

Molecules listed so far that have a nitro group on carbon, in the order listed:
SMILES	AddAB inh	Mot1-301 SUMO	PKA-R2B activ	Ecoli viability	phage Ecoli inh	DAGLB inhibitor	HTR5A ag	CDK5 inh	HTR5A inv ctr	Tat transport	PKA-R1A act
COc1ccc(S(=O)(=O)N2CCC(C(=O)OCC(=O)c3ccccc3)CC2)cc1[N+](=O)[O-]	-1.1	-20	0	-0.7	2.8	-3	6	-0.2	-15	-2	5
Cc1[nH]n(-c2ccccc2)c(=O)c1C(c1ccc(O)c([N+](=O)[O-])c1)c1c(C)[nH]n(-c2ccccc2)c1=O	-0.3	529	0	0.9	2.7	28	-5	-0.5	-1	0	-1

Later entries.
SMILES	AddAB inh	Mot1-301 SUMO	PKA-R2B activ	Ecoli viability	phage Ecoli inh	DAGLB inhibitor	HTR5A ag	CDK5 inh	HTR5A inv ctr	Tat transport	PKA-R1A act
CC(C)CN(CCNC(=O)CC1Oc2ccccc2NC1=O)CC(C)C (stereo not drawn)	1.6	4	0	-1.1	2.0	1	-1	0.1	2	1	2
CC1=NC(C)(C)Cc2cc(C)c(C)cc21	4.3	4	5	5.6	3.5	-1	1	-0.8	0	-12	1
CC(C)CCNC(=O)c1cc(S(=O)(=O)N2CCCCC2)ccc1N1CCOCC1	1.6	-6	17	-1.2	-0.8	-1	4	-0.5	9	-3	-4
O=C(N/N=C/c1ccc[nH]1)c1cc(-c2cccs2)nc2ccccc12	-3.1	259	11	-4.4	1.7	-2	2	-0.4	26	-2	7
CC(C)OC(=O)[C@H]1[C@H](c2ccc(Cl)cc2)[C@@](C#N)(C(N)=O)[C@@H]2C=CC(C(N)=O)=CN21	.	.	-10	.	.	1	3	-0.5	-10	-3	4
COc1ccccc1/C=N/NC(=O)C(=O)Nc1ccccc1OC(F)(F)C(F)F	1.6	0	-21	-1.5	2.0	1	4	-0.1	12	-3	-7
COc1ccc(C2Nc3ccccc3C(=O)N2O)cc1OC (stereo not drawn)	-1.0	-21	3	0.5	1.9	3	5	0.5	-12	-6	-2
O=C(OCc1c(F)cccc1Cl)c1cccc(S(=O)(=O)N2CCOCC2)c1	0.9	64	4	2.3	0.1	-8	2	-0.3	-5	8	1
CCCC(=O)Nc1cc(C(=O)O)ccc1S(=O)(=O)c1ccc(C)cc1	0.3	3	-6	3.3	1.2	1	2	-5.4	3	-9	-13
O=C(C1CC1)N1CCN(c2nc3ccccc3s2)CC1	-0.3	6	-17	2.1	3.0	2	0	-0.9	-6	0	-5
COCCCNS(=O)(=O)c1ccc2c3c(cccc13)C(=O)S2	-0.3	.	-1	-1.9	1.5	2	-2	0.8	-4	-7	-4
COc1cccc(N2CCN(C(=O)CNC(=O)c3sc4ccccc4c3Cl)CC2)c1	-1.9	6	-8	1.0	1.5	-18	9	2.4	-81	13	3
Cc1ccc(C(=O)OCC(=O)NC(=O)Cc2ccccc2)c(O)c1	1.3	7	-2	-0.5	2.6	-6	-3	0.9	-5	-2	1
CCOC(=O)C1(CC2CCCCO2)CCN(Cc2ccc(OC)cc2F)CC1 (stereo not drawn)	1.0	12	-4	1.7	5.6	1	-3	-2.9	8	-3	6
O=c1oc2ccccc2c(N2CCCCC2)c1[N+](=O)[O-]	-0.2	-19	-13	-0.7	3.4	1	-2	0.7	16	-2	-6
Cc1cc(NC(=O)C(C)Oc2ccc(Cl)cc2Cl)n(-c2ccccc2)n1 (stereo not drawn)	-1.2	-12	-7	0.6	1.7	-11	5	0.0	-3	4	-2
CCCOc1ccc(N2CC(C(=O)Nc3ccccc3OC)CC2=O)cc1 (stereo not drawn)	4.7	-11	0	0.0	2.4	-2	-1	0.4	4	0	0
Cc1ccc(C(=O)OCC(=O)c2cc(C)n(CC3CCCO3)c2C)cc1 (stereo not drawn)	-1.4	-6	-14	-0.5	0.6	-5	-4	-1.7	11	5	-5
C/C(=N/Nc1ccccc1C(=O)O)c1cccs1	2.5	381	4	-1.9	2.5	7	5	0.2	-39	-8	-3
Cc1cc(Br)cc(C)c1NC(=O)c1ccccc1[N+](=O)[O-]	1.0	4	-8	-1.1	3.3	-3	5	.	10	-3	-4
CC1=C(C(=O)N2CCOCC2)C(c2cc(C)cs2)NC(=O)N1 (stereo not drawn)	3.4	188	5	1.9	0.0	0	0	1.6	-9	-4	8
O=C(N(c1ccccc1)c1ccccc1)n1ccnc1	2.8	106	-5	-1.6	3.2	0	2	0.4	4	-3	-4
CCOC(=O)C1=C(c2ccccc2)N=C2SCC(=O)N2C1c1ccc(OCC)c(OCC)c1 (stereo not drawn)	0.3	6	3	-4.4	0.8	-3	1	-0.4	7	-11	3
Cc1ccc(C)c(S(=O)(=O)NCc2ccc(C(=O)N3CCOCC3)cc2)c1	-0.1	-16	-15	1.9	3.4	-3	7	0.5	-11	2	4
C=CCn1c(CSc2nc3ccccc3s2)nnc1SCC(=O)NCc1ccccc1	0.4	84	-9	-1.4	-0.9	-1	2	-0.1	3	-4	-6
O=C(CSc1nnc(-c2ccccc2Cl)o1)Nc1ccc2c(c1)OCCO2	-0.2	-24	4	0.0	-4.2	-8	-3	-1.7	10	-6	3
CCOc1cc(N2CCOCC2)c(OCC)cc1NC(=O)Cc1ccccc1	5.1	-29	-1	1.6	1.1	1	1	0.5	19	2	3
CCCC(C)NC(=O)C1CCN(S(=O)(=O)c2ccccc2)CC1 (stereo not drawn)	0.1	0	-4	-0.7	2.1	-2	4	0.3	-1	-5	-13
CN(CCC#N)C(=O)COC(=O)c1ccc2c(c1)C(=O)N(C1CCCCC1)C2=O	4.0	-21	-4	1.1	2.1	0	3	-0.4	20	7	5
COc1ccc(CNc2ccc3cn[nH]c3c2)c(OC)c1OC	-0.9	3	1	0.2	0.9	3	6	2.0	-19	-6	-5
Cc1cccc(CS(=O)(=O)Cc2ccc(C(=O)NCc3cccs3)o2)c1	3.5	-2	-7	0.4	3.5	0	0	-0.4	1	0	-6
